ROMK mod = ROMK potassium channel modulators, primary screen, cell-based, thallium flux, MLSMR library. ATP-sensitive inward rectifier potassium channel 1 (Homo sapiens), P48048. AID 1918, 2009. B-score at 10 µM. 130,000 compounds, 2% hits. Tet-inducible ROMK, thallium flux fluorescence; actives lie on both sides;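 active = signal ratio slope over the read window, or its plate-corrected B-score, at least 3 SD from the plate mean, either direction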;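 note: B-score of the F/F0 ratio slope over 7 to 12 s after thallium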
Target sequence (P48048 whole entry, looked up): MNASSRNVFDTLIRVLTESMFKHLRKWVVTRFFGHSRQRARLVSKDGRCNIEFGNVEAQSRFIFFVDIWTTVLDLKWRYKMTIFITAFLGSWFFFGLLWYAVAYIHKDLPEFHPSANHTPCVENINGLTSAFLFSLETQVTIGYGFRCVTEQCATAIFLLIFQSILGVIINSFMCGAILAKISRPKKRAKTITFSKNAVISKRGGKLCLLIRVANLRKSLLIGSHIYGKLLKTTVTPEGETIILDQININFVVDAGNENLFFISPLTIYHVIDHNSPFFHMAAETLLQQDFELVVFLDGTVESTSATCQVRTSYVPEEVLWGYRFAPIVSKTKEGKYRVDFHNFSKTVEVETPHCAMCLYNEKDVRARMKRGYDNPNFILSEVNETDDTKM
Starred values were filed as active, the others as inactive. Not all compounds are listed (hit frequency here may not be typical).

Compound	ROMK mod
COc1ccc(Cn2c(-c3ccco3)nc3c(c(=O)c4ccccc4n3C)c2=O)cc1	-0.464
Cc1ccccc1OCC(=O)N/N=C/c1cn(C)c2ccccc12	-0.458
COc1ccc(/C=C/C(=O)Nc2nnc(C(C)C)s2)cc1OC	0.017
O=C(O)CSc1ncnc2scc(-c3ccc(Br)cc3)c12	0.0411
Cc1ccc2cccc(OCc3ccccc3)c2n1	-1.07
FC(F)Sc1nc2ccccc2[nH]1	0.57
CCn1cc(Br)c(C(=O)Nc2ccc(F)cc2F)n1	-1.1
O=C(CSc1nc2ccc(Nc3nc(N4CCCC4)nc(N4CCCC4)n3)cc2s1)NCc1ccco1	-1.56
COc1cccc(-c2nc(N3CCN(C)CC3)c3ccccc3n2)c1O	-1.18
O=C(NCc1ccccc1Cl)C1CCC(CNc2c(N3CCOCC3)c(=O)c2=O)CC1 (configuration not stated)	-1.14
COC(=O)c1ccc(Cn2nnc3ccccc32)cc1	-0.962
COC(=O)c1cc2c(N)c(C(=O)c3ccccc3)sc2nc1C(OC)OC	0.454
COc1ccc(C2=NN(CC(=O)Nc3ccccc3C)C(=O)CC2)cc1	-0.638
CC(C)(C)c1cc(C(=O)Nc2ccc(F)cc2)n(Cc2ccc(F)cc2)n1	0.0449
Nc1ncncc1-c1ccc(Cl)cc1	1.27
Cc1ccc(N2CC(=O)N(NC(=O)Nc3ccc(Cl)c(Cl)c3)CC2=O)cc1	-0.425
CNC(=O)C(=O)Nc1c(O)c2ccccc2[nH]c1=O	-0.331
O=C(/C=C/c1ccc(Cl)cc1)NC(=S)Nc1ccccc1C(=O)O	0.356
Brc1cnc2nc(SCc3nc4ccccc4[nH]3)[nH]c2c1	0.176
C/C(=N\N1CCN(c2ccccc2)CC1)c1cccs1	-0.33
Cc1cc(N2CCOCC2)n2ncc(-c3ccc(Cl)cc3)c2n1	1.3
O=C(O)CC(CC(=O)Nc1ccccc1C(=O)O)c1ccccc1 (configuration not stated)	-0.266
O=C(CSc1ccccn1)Nc1ccc2c(c1)OCCO2	0.0704
COC(=O)c1ccc2c(=O)n(CCN3CCOCC3)c(SCC(=O)c3ccccc3)nc2c1	0.384
O=C(O)/C=C/C(=O)OC1CC2CCC1C2 (configuration not stated)	-0.0215
Nc1c(NCc2ccccc2)c(=O)c1=O	-0.423
CCCc1ccc(S(=O)(=O)Nc2ccc(C)c(NS(C)(=O)=O)c2)cc1	-1.8
Cc1c(S(=O)(=O)N2CCN(c3ccccc3)CC2)c(=O)n(C)c(=O)n1C	0.631
Cn1nnc2c[n+](CC(=O)c3ccc(Cl)cc3)cc(Br)c21	-1.84
CC(C)OP(=O)(OC(C)C)C(O)c1ccc(N(C)C)cc1 (configuration not stated)	-0.445
CCc1nn(C)c2c(=O)c(=O)c2n(C)[nH]1	1.49
NC(=O)c1cc(-c2ccccc2)nc2ccc(Br)cc12	0.0865
CCOC(=O)CC1OC(=O)c2cc3c(cc21)C(=O)OC3CC(=O)OCC (configuration not stated)	0.519
CCCCSc1cc(C)nc(N)n1	-0.644
CCc1ccn2cc(-c3ccc4c(c3)OCO4)nc2c1	-0.764
CC(C)COC(=O)n1c(=O)oc2ccc(S(=O)(=O)N3CCCCC3)cc21	0.0707
CCCCOc1ccc(-c2c(C#N)c(N)[nH]c(=S)c2C#N)cc1	-0.11
COC(=O)Cc1[nH]c(=S)[nH]c1C(=O)OC	0.0605
CN(C)/C=C(\C(=O)c1ccccc1)c1nnnn1-c1ccccc1	0.902
O=C(CN1C(=O)COc2ccc(S(=O)(=O)N3CCOCC3)cc21)NCc1ccco1	0.889
S=C(NCc1ccco1)N/N=C/c1cccnc1	-0.127
Brc1ccc(-c2noc(-c3ccccc3)n2)o1	0.741
CCc1nc(SCC(=O)Nc2ccc(N(C)C)cc2)c2ccccc2n1	0.698
Cn1cc(C=C2C(=O)OC3(CCCCC3)OC2=O)c2ccccc21	-0.537
COc1nc(-c2cccc([N+](=O)[O-])c2)nc2ccccc12	-0.426
COC(=O)Cn1c(=O)c(C(=O)CCl)c(N)n(Cc2ccccc2)c1=O	0.859
NC(CCCCCP(=O)(c1ccccc1)c1ccccc1)C(=O)O (configuration not stated)	-0.317
C=CCNC(=O)CSc1nnc(C(CC)N(C)C)n1C1CCCCC1 (configuration not stated)	0.92
CCOC(=O)c1oc2cc(C)cc(C)c2c1C	0.0512
COC(=O)C1=C(O)C2(C(=O)O)CC(C(=O)OC)=C(O)C(C(=O)O)(C1)C2	-0.585
CC(C)c1ccc(/C=C(\NC(=O)c2ccccc2)C(=O)NCCCN2CCOCC2)cc1	-0.745
Cc1ccc(NNC(=O)c2snnc2C)cc1Cl	-0.256
NC(N)=N/N=C/c1ccc(Cl)c(Cl)c1	-0.688
Nc1ccc(OC(=O)Nc2ccc(O)cc2)cc1	-0.165
CCCCCNC(=O)c1c(N)n(/N=C/c2ccco2)c2nc3ccccc3nc12	-0.156
CC1CN(c2ccc(NC(=S)Nc3ccc(N4CC(C)OC(C)C4)cc3)cc2)CC(C)O1 (configuration not stated)	0.174
Clc1nc2ccccc2nc1-c1ccccc1	1.11
COC(=O)c1ccccc1SC(CC(=O)c1ccccc1)c1ccc(F)cc1 (configuration not stated)	0.329
O=C(O)Cc1csc(NC(=O)CSc2nnnn2-c2ccc(O)cc2)n1	0.802
CS/C(=C(/C#N)S(=O)(=O)c1ccc(Cl)cc1)N1CCOCC1	0.783

Fetched by structure from above, 2 records:
Compound	ROMK mod
Clc1nc2ccccc2nc1-c1ccccc1	1.11
NC(N)=N/N=C/c1ccc(Cl)c(Cl)c1	-0.688

(further entries)
Compound	ROMK mod
COc1cc(/C=N/NC(=O)c2cc(-c3cccs3)nc3ccccc23)ccc1O	0.672
NC(=S)Nc1ccc(Cl)c(Cl)c1	-0.649
O=C(c1ccc(Cl)c([N+](=O)[O-])c1)N(Cc1ccc(F)cc1)C1CCS(=O)(=O)C1 (configuration not stated)	0.301
Cc1onc(-c2ccccc2)c1-c1ccnc(N)n1	-0.0794
O=C(NCc1ccc2c(c1)OCO2)C1CCC(=O)N1C1CCCCC1 (configuration not stated)	0.536
O=C(C1=C(O)C(=O)N(c2ncccn2)C1c1ccc(F)cc1)c1ccco1 (configuration not stated)	-1.09
C=CCC(CC(O)COCCC)C(=O)NNC(=S)Nc1ccccc1 (configuration not stated)	1.34
O=C(Nc1ccc(Cl)cc1)Nc1csc([N+](=O)[O-])c1	0.567
Cc1cccc(C(=O)NC(C)C(c2cccs2)N2CCOCC2)c1 (configuration not stated)	0.0197
C/C(CC(C)C)=N/Nc1ccc([N+](=O)[O-])cc1[N+](=O)[O-]	0.536
CCOC(=O)C1=C(O)C(=O)N(C2CCCCC2)C1	-0.42
NNC(=O)c1ccc(COCC(F)(F)F)cc1	-0.0428
Cc1c(-c2ccc(/C=N/NC(=O)C(=O)Nc3ccccc3F)o2)cccc1[N+](=O)[O-]	-0.914
CCCCC(=O)NNC(=O)CC(=O)Nc1ccccc1C(=O)O	-0.0285
O=C(Nc1ccc(F)cc1)Nc1ccc(NC(=O)c2ccccc2O)cc1	-11*
CCOC(=O)N1CCC(Nc2c(NCCCN3CCN(c4ccc(OC)cc4)CC3)c(=O)c2=O)CC1	-0.614
CC1c2ccsc2CCN1S(=O)(=O)c1cccs1 (configuration not stated)	0.171
Cc1ccc(F)cc1NC(=O)N1CCN(c2ccnc3cc(Cl)ccc23)CC1	-0.76
COCCOn1c(SCCOC)nc2ccccc2c1=O	0.278
NNC(=O)c1csc(COc2cc(Cl)cc(Cl)c2)n1	0.395
Cc1cccc(OCC(=O)NCC(=O)N/N=C/c2cccnc2)c1	-0.206
S=C(N/N=C/c1ccccc1Cl)Nc1cccc(Cl)c1Cl	0.587
CC(C)C1Cc2c(sc3c2c(=O)n(-c2ccccc2)c2n[nH]c(=S)n32)CO1 (configuration not stated)	-0.0431
COC(=O)c1ccc(NCC(=O)Nc2cc(C)cc(C)c2)cc1	-0.0429
COC(=O)CN(c1cc(Cl)ccc1OC)S(=O)(=O)c1ccc(C)cc1	-0.338
COc1ccc(CCN2C(=O)CSC2=Nc2ccc(C)cc2C)cc1OC	0.0372
COc1cc(S(=O)(=O)N(Cc2cccnc2)Cc2cccc(OC)c2OC)ccc1-n1cnnn1	0.445
Cc1nc(-c2nc(CC(=O)NNC(=O)c3ccc(Cl)cc3)cs2)cs1	-0.0143
Cc1cccc(N=C2NC(=O)/C(=C/c3cccnc3)S2)c1	-0.717
Cn1c2ccccc2c2cc(/C=C(\NC(=O)c3ccccc3)C(=O)NCC(=O)O)ccc21	0.0701

An excerpt of these results, with each value named:
COc1ccc(CCN2C(=O)CSC2=Nc2ccc(C)cc2C)cc1OC
  ROMK mod: 0.0372
COc1cc(S(=O)(=O)N(Cc2cccnc2)Cc2cccc(OC)c2OC)ccc1-n1cnnn1
  ROMK mod: 0.445

An excerpt from above in order of heavy-atom count, smallest number first:
Compound	ROMK mod
COCCOn1c(SCCOC)nc2ccccc2c1=O	0.278
O=C(c1ccc(Cl)c([N+](=O)[O-])c1)N(Cc1ccc(F)cc1)C1CCS(=O)(=O)C1 (configuration not stated)	0.301
COC(=O)c1ccc2c(=O)n(CCN3CCOCC3)c(SCC(=O)c3ccccc3)nc2c1	0.384

ROMK mod: hit marks shown above
Compound	ROMK mod
O=C(Nc1ccc(F)cc1)Nc1ccc(NC(=O)c2ccccc2O)cc1	-11*

(listing goes on)
SMILES | ROMK mod
COC(=O)c1cc(Nc2cc(C)c3c(O)cccc3n2)cc(C(=O)OC)c1 | -0.128
CCNC(=O)COC(=O)CCC(=O)c1ccc(F)cc1 | 0.559
Cc1ccc(C(=O)NNc2ncnc3ccccc23)cc1 | 0.251
Cc1cc(=O)n2c(-c3ccc(Cl)cc3)csc2n1 | 0.204
COc1cccc(/C=N/n2nnnc2N)c1 | -0.119
N#CC1=C2N=C(N)c3ccccc3N2C2=C(C(=O)CCC2)C1c1ccc(F)cc1 (configuration not stated) | -0.0111
CC(C)(C)NC(=O)C1CCC(CNc2c(N3CCCCC3)c(=O)c2=O)CC1 (configuration not stated) | 1.18
COc1cc(/C=N/NC(=O)c2cc(-c3ccccc3)sc2N)cc(OC)c1OC | -0.382
O=c1c2c3nc4ccccc4nc3n(/N=C/c3ccncc3)c2ncn1-c1ccccc1 | 0.763
Cc1ccc(C)c(OCC(=O)O/N=C(\N)c2cccnc2)c1 | 1.22
S=C(NCCCN1CCOCC1)N1CCOCC1 | -0.447
CN(C)n1cccc1/C=C(\C#N)S(=O)(=O)c1ccc(Cl)cc1 | -0.0176
CCn1c(O)c(/C=N/N=C/c2ccc(OC)cc2)c2cc(C3=NNC(=O)CC3)ccc21 | -1.88
O=C(O)C1(P(=O)(c2ccccc2)c2ccccc2)CCCC1 | -0.128
Cc1cc(C(C)(C)C)ccc1NC(=O)CC(C)(C)CC(=O)O | 1.09
COc1ccc(-c2cc(C(=O)Nc3ccc(O)cc3)c3ccccc3n2)cc1OC | 1.42
CCn1c(NC(=O)c2ccccc2F)c(-c2cccs2)c(=O)c2ccccc21 | -0.287
COc1cccc(/C=N/NC(=O)c2oc3nc(-c4ccccc4)cc(-c4ccco4)c3c2N)c1 | -0.00214
CCS(=O)(=O)c1ccc(O)c(NC(=O)CCCC(=O)O)c1 | 0.414
CCOP(=O)(OCC)C(Nc1ccc(F)cc1)c1ccccc1 (configuration not stated) | -0.223
O=C(N/N=C/c1ccc([N+](=O)[O-])o1)c1ccc(NS(=O)(=O)c2cccs2)cc1 | -0.131
O=C1/C(=C/c2ccco2)SC(=S)N1CC1CCCO1 (configuration not stated) | -0.2
CCOC(CCc1c(C)nc(NC(C)=O)[nH]c1=O)OCC | 1.07
COc1cc2cc(C(=O)N3CCN(Cc4ccc5c(c4)OCO5)CC3)c(=O)oc2cc1OC | 0.0104
S=c1[nH]nc(-c2cc(-c3ccccc3)n[nH]2)n1/N=C/C=C/c1ccccc1 | 1.72
Cn1nc(C(F)(F)F)c(-c2cccc(C(F)(F)F)c2)c1NC(=O)c1ccco1 | -0.0486
Cc1ccc(NC(=O)C2CCCN2S(=O)(=O)c2ccc3c(c2)n(C)c(=O)c(=O)n3C)c(C)c1 (configuration not stated) | -0.248
O=C(c1ccc(F)cc1)N1CCCC(C(=O)N2CCc3ccccc3C2)C1 (configuration not stated) | 0.2
Cc1ccnc(NS(=O)(=O)c2ccc(NS(C)(=O)=O)cc2)n1 | 0.269
Cc1nc([N+](=O)[O-])cn1CC(O)c1ccccc1 (configuration not stated) | 1.1
O=C(NNC1=Nc2ccccc2SC1)c1ccc(Cl)cc1 | -2.41
COC(=O)c1sccc1NC(=O)CC1C(=O)NCCN1C(=O)c1ccccc1 (configuration not stated) | -1.12
NCC(=O)c1cccc2ccc[n+]([O-])c12 | -0.232
CCCOc1ncnc2c1[nH]c1ccc(C)cc12 | 1.78
COC(=O)c1cc2c(N)c(C(=O)c3ccc(Cl)cc3)sc2nc1C(OC)OC | -0.111
CCNc1nc(NCC)nc(N/N=C/c2ccc(OC)cc2)n1 | -0.374
COc1ccc2c(c1)CCN1C2CCN2C(=O)CCC21 (configuration not stated) | -0.476
O=C(OCc1cc2ccccc2[nH]c1=O)c1ccc([N+](=O)[O-])cc1 | 0.147
Cc1ccc(-n2cnc3c(sc4nc(N5CCOCC5)c5c(c43)CCCC5)c2=O)cc1 | 1.01
CC(/C=C\c1ccccc1)=C/C(=O)O | 0.792
Cc1ccc2c(c1)[nH]c1c(=O)n(Cc3ccco3)cnc12 | -0.424
COc1nc(C)nc(C)c1Oc1ccc(Cl)cc1Cl | -0.383
Cc1ccc(CC(=O)NCCC(=O)O)cc1 | -0.048
COc1ccc(CN(Cc2cccn2C)S(=O)(=O)c2ccc(C)cc2)cc1 | -0.303
COC(=O)C1=C(Nc2ccccc2NC(=O)CCCC(=O)O)CSC1 | 0.000149
COC(=O)c1sc(-c2ccc(C(C)(C)C)cc2)cc1NC(=O)COCC(=O)O | -11.2*
COc1ccccc1/C=N/NC(=S)NCc1ccco1 | -0.188
Cc1nc(-c2ccncc2)nc(NCCNc2ncccc2C(F)(F)F)c1Cl | -0.11
Cn1c(=O)c2c(O)c(Cc3ccccc3)c(=O)n(C)c2n(C)c1=O | -0.23
